ATXN viability = viability counter-screen for ATXN expression inhibitors; S2 cells (HEK-293 line with an ATXN2-luciferase reporter) viability, CellTiter-Fluor protease fluorescence, 24 h; Potency, µM (series often up to 56.7 µM), hits mostly cytotoxic; 400,000 compounds, 0.49% hits; AID 651635; also: potency is read from the fitted curve at half-maximal effect; nearly all actives have a fitted effect of over 40% in size
Nrf2 block = blocks Nrf2 signaling | 360,000 compounds, 2.1% hits | Potency, µM (doses to about 46 µM), for inactives: top-dose activity change, negative = inhibition, most hits filed as inhibitors | A549 ARE-Fluc reporter, luciferase luminescence, 18-24 h | AID 504444; also: potency is read from the fitted curve at half-maximal effect; % is scaled to controls: 0 for no effect and ±100 for the full control effect; nearly all actives have a fitted effect of over 60% in size
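Nrf2 function is reported as luminescence of an ARE-controlled luciferase in A549 cells. Compounds were tested at several concentrations, and a CellTiter-Fluor read on the same wells flagged cytotoxicity.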
HepG2 tox = HepG2 cytotoxicity, counter-screen for TGF-b inhibitors. AID 588856. 410,000 compounds, 0.76% hits. Potency, µM (highest dose often 46.1 µM), without a hit: top-dose activity change, negative = cytotoxicity, actives largely listed as cytotoxic. HepG2 CAGA-GFP viability, ATP luminescence, 18 h; also: potency is read from the fitted curve at half-maximal effect; some results filed as inactive show a strong effect at the top dose
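HepG2 CAGA-GFP cells (1000/well, DMEM with 1% FBS) received compound, then TGF-beta at 500 pg/mL final, and were incubated 18 hours at 37 degrees C. Viability was read by CellTiter-Glo luminescence. Media-only wells were set as complete cell-killing and DMSO as no toxicity.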
ATXN2 expr inh = reduces ATXN2 reporter expression in HEK-293 cells | HEK-293 ATXN2-luciferase reporter, luminescence, 24 h | Potency, µM (series often up to 57 µM), inactives show at the top dose activity change, negative = inhibition, usual class: inhibitors | 360,000 compounds, 0.72% hits; also: potency is read from the fitted curve at half-maximal effect; % is scaled to controls: 0 for no effect and ±100 for the full control effect; nearly all actives have a fitted effect of over 55% in size
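qHTS (up to 57 uM final) was run with 24 h compound exposure of reporter cells at 37 °C. Each well was multiplexed: SteadyGlo luminescence measured ATXN2-luciferase expression after a fluorogenic Gly-Phe-AFC viability readout (25 uM final).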
Nrf2 ARE act = activators of Nrf2 (ARE) signaling; AREc32 ARE-luciferase reporter (MCF7-derived line), luminescence, 24 h; Potency, µM (series often up to 46.1 µM), for inactives: top-dose activation, most hits filed as activators; 410,000 compounds, 0.31% hits; AID 624171; also: potency is read from the fitted curve at half-maximal effect; % of control where 0% means no effect; nearly all actives have a fitted effect of over 65% in size
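AREc32 cells carrying an ARE-driven firefly luciferase reporter were seeded at 1000 cells/well in OPTI-MEM with 5% FBS, then exposed to compound for 24 hr at 37 deg C. Luminescence was read with Steady-Glo after 30 min at RT.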
A549 tox = A549 cytotoxicity, counter-screen for Nrf2 inhibitors. A549 ARE-Fluc cells, CellTiter-Fluor viability, 18-24 h. Potency, µM (titrated, usually from 46 µM), inactives show at the top dose activity change, negative = cytotoxicity, actives largely listed as inhibitors. AID 504648. 390,000 compounds, 0.16% hits; also: potency is read from the fitted curve at half-maximal effect; % is scaled to controls: 0 for no effect and ±100 for the full control effect
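Cytotoxicity counterscreen: CellTiter-Fluor fluorescence was measured in A549 ARE_Fluc cells after 18-24 h of compound exposure in a concentration series. The subsequent BugLite luminescent read reports ARE-luciferase activity.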
IL-2 act = activators of IL-2. 360,000 compounds, 0.065% hits. activation, % (series mostly up to about 46 µM). AID 652025. IL-2 activation reporter assay, cell-based qHTS; stimulated with anti-CD3/CD4/CD28 beads; in transgenic mouse T cells; in the data active = activation above about 50%; inconclusive = mostly about 30% to 49%; also: 0% is about no effect
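Unstimulated transgenic mouse T cells; 60-min compound exposure; bead-based TCR/CD4/CD28 stimulation; 18 h culture, 37 degrees C; dual fluorescence (EGFP, DsRed) plate cytometry.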
TGFb inhibitor = inhibitors of TGF-b signaling; HepG2 CAGA-GFP TGF-b/SMAD3 reporter, GFP fluorescence, 18 h; TGF-beta stimulated, 500 pg/mL final; Potency, µM (series often up to 46.1 µM), for the others: top-dose activity, negative = inhibition, actives largely listed as inhibitors; 410,000 compounds, 1.2% hits; also: potency is read from the fitted curve at half-maximal effect; % is scaled to controls: 0 for no effect and ±100 for the full control effect; nearly all actives have a fitted effect of over 65% in size
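Cell-based qHTS in HEPG2 carrying a CAGA-GFP Smad reporter; compounds added before 500 pg/mL final TGF-beta, 18 h incubation at 37 degrees C, GFP fluorescence quantified per cell by imaging cytometry.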
EPAC2 ag = activates human EPAC2 exchange factor | Q8WZA2 | EPAC2 activation, biochemical qHTS; response scale: 100% = 6.5 mM cAMP response | Potency, µM (series often up to 154 µM), inactives show at the top dose activation, actives largely listed as activators | 360,000 compounds, 0.079% hits; also: potency is read from the fitted curve at half-maximal effect; nearly all actives have a fitted effect of over 50% in size
Target sequence (Q8WZA2 whole entry, looked up): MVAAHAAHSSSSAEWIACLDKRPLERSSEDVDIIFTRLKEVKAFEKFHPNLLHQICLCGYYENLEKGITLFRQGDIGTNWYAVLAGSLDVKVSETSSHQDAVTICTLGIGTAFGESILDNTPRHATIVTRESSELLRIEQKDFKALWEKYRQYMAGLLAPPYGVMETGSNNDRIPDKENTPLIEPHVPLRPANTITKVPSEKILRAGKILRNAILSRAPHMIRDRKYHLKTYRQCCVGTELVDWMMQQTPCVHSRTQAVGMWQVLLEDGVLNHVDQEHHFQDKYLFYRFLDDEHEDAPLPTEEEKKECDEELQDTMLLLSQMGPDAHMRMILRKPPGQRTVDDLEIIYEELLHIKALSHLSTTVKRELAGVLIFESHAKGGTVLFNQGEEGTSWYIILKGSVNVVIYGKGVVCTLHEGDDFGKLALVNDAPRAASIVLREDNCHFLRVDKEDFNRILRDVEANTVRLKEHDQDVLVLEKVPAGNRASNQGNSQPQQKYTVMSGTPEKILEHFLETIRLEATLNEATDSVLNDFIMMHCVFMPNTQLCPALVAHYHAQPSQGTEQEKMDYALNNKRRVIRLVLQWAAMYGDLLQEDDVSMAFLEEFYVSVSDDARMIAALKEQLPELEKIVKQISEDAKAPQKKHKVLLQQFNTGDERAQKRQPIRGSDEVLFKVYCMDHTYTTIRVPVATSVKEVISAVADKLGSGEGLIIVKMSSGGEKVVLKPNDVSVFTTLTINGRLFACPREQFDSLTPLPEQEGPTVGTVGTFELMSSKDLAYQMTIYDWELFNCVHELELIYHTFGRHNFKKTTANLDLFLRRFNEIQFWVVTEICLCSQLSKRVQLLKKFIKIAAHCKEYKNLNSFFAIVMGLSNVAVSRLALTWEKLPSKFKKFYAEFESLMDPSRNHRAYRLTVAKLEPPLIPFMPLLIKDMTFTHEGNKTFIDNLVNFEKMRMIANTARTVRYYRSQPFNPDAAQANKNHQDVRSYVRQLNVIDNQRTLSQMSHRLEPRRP
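Guanine nucleotide exchange by EPAC2 is measured as reduced fluorescence of BODIPY-GDP once it is released from 250 nM Rap1B. Plates are read kinetically for 30 min at room temperature; results are scaled to 6.5 mM cAMP.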
* hit, by the source's call; i = inactive; ? = inconclusive; nt = not tested or not shown; & = joins results of further samples; [ ] = dose if it differs, or a comment. Unless noted, calls follow the shape of the dose curve; as a rule, active = well fitted curve in the direction sought with a large enough effect; inconclusive = small, poorly fitted or top-dose-only effect, or another doubt; inactive = no such curve, though single readings can be large; an effect the other way counts as inactive or inconclusive.

Every second line gives: ATXN viability | Nrf2 block | HepG2 tox | ATXN2 expr inh | Nrf2 ARE act | A549 tox | IL-2 act | TGFb inhibitor | EPAC2 ag
> COc1ccc(NC2CCCN(C(=O)c3cccc(C)n3)C2)cc1OC (centres undefined)
→ i | ? | -7.8% | nt | 0.4% | -5.3% | -0.8 | 3.1% | 1.9%
> Cc1cc(C)cc(NC(=S)N2CCC(NC(=O)c3ccc(F)cc3)CC2)c1
→ i | -1.0% | -8.9% | -23.6% | 0.6% | -0.5% | -2.5 | -21.5% | 14.2%
> COc1ccc(C(C(=O)NC2CCCC2)N(C(=O)c2snc(-c3ccc(F)cc3)c2N)c2cccc(F)c2)cc1 (centres undefined)
→ i | ? | 3.6% | -21.8% | 0.1% | -12.5% | -1.7 | 3.7% | -2.1%
> COc1ccc(/C=C(/C(=O)c2cccs2)N2C=CC=CC2=C(C#N)C#N)cc1
→ ? | 13.0% | 11.2µM* | nt | ? | -3.5% | -0.5 | ? | 18.0%
> CCc1ccc(NC(=O)CSC2=Nc3ccccc3C3=NC(CC(=O)NCc4cccs4)C(=O)N23)cc1 (centres undefined)
→ nt | nt | -7.7% | nt | 6.3% | -5.7% | nt | -0.5% | nt
> CSc1ccc(CN(C)C(=O)CNC(=O)c2ccc3c(c2)OCO3)cc1
→ ? | 3.3% | -4.5% | -4.1% | -0.2% | -0.8% | -0.1 | -17.2% | -4.8%
> COc1ccc(N(C(=O)COc2c(C)cccc2C)S(=O)(=O)c2ccc(Cl)cc2)cc1
→ ? | -16.1% | -35.8% | ? | 0.3% | -6.3% | nt | ? | nt
> CC(Oc1ccc(Br)cc1)C(=O)Nc1ccc(S(=O)(=O)Nc2nccs2)cc1 (centres undefined)
→ i | -10.8% | -17.5% | -2.1% | -1.0% | 3.0% | -0.7 | ? | 12.9%
> N#Cc1ccsc1NC(=O)C1CCN(S(=O)(=O)c2cccs2)CC1
→ i | ? | -12.7% | -12.3% | -0.3% | -2.9% | -0.2 | -1.0% | 15.8%
> Cc1ccc(-c2nc(CN(Cc3c(C)nn(C)c3C)C(C)C)c(C)o2)o1
→ i | 12.1% | -19.3% | -22.4% | -0.2% | 4.2% | -4.3 | 6.4% | 8.0%
> C=CCOc1nc2c(c(=O)n(Cc3ccc(Cl)cc3)c(=O)n2C)n1C
→ i | -20.9% | -40.9% | -8.7% | -0.8% | ? | 0.3 | -23.9% | -9.7%
> CCN1CCN(C(c2cccs2)C(C)NC(=S)Nc2cccc(C)c2C)CC1 (centres undefined)
→ ? | 3.6% | -2.4% | -13.3% | -0.1% | -4.9% | -1.4 | -13.5% | 5.6%
> COc1ccc(-c2csc(NC(=O)c3ccccc3NS(=O)(=O)c3ccc(F)c(F)c3)n2)cc1
→ ? | 2.91µM* | -41.9% | 7.08µM* | 14.1% | ? | -3.6 | 1.78µM* | 10.1%
> O=C(Nc1cccc(-c2cn3cccnc3n2)c1)c1cccs1
→ i | -1.8% | -4.4% | 14.9% | 4.2% | 5.9% | -1.9 | -2.5% | -9.8%
> CN(C)C(=O)N1CCN(c2nc(-c3ccccc3)cs2)CC1
→ i | 18.3% | -46.5% | -12.3% | 2.6% | 13.6% | 0.6 | -16.2% | 10.3%
> C=CCN=C1CC(C)(C)CC(=O)/C1=C(\O)CCCN1C(=O)c2ccccc2C1=O
→ i | -13.9% | -54.1% | 8.0% | 0.2% | 1.0% | -5.0 | ? | -6.7%
> O=c1cc(CO)oc(CN2CCN(c3ccccc3)CC2)c1O
→ i | -10.9% | -13.3% | -6.9% | 0.3% | -12.7% | -0.7 | -4.3% | 1.9%
> O=C(Nc1ccc(F)c(Cl)c1)C1CCCC1
→ i | 6.2% | 10µM* | -27.4% | 0.4% | 4.0% | -3.7 | 0.0% | 6.8%
> O=C(NCCc1cccs1)c1ccc(Cn2c(SCc3ccc(F)cc3)nc3cccnc32)cc1
→ nt | 18.4µM* | -42.3% | nt | 3.6% | ? | nt | ? | nt
> Cc1ccc(S(=O)(=O)NCCC(=O)OCn2nnc3ccccc3c2=O)cc1
→ i | -15.3% | -2.9% | -16.1% | -0.8% | -8.3% | -3.6 | 1.4% | 3.0%

Some of the entries above in a different format.
structure	ATXN viability	Nrf2 block	HepG2 tox	ATXN2 expr inh	Nrf2 ARE act	A549 tox	IL-2 act	TGFb inhibitor	EPAC2 ag
COc1ccc(N(C(=O)COc2c(C)cccc2C)S(=O)(=O)c2ccc(Cl)cc2)cc1	?	-16.1%	-35.8%	?	0.3%	-6.3%	nt	?	nt
CSc1ccc(CN(C)C(=O)CNC(=O)c2ccc3c(c2)OCO3)cc1	?	3.3%	-4.5%	-4.1%	-0.2%	-0.8%	-0.1	-17.2%	-4.8%
Cc1ccc(S(=O)(=O)NCCC(=O)OCn2nnc3ccccc3c2=O)cc1	i	-15.3%	-2.9%	-16.1%	-0.8%	-8.3%	-3.6	1.4%	3.0%
COc1ccc(/C=C(/C(=O)c2cccs2)N2C=CC=CC2=C(C#N)C#N)cc1	?	13.0%	11.2µM*	nt	?	-3.5%	-0.5	?	18.0%
Cc1cc(C)cc(NC(=S)N2CCC(NC(=O)c3ccc(F)cc3)CC2)c1	i	-1.0%	-8.9%	-23.6%	0.6%	-0.5%	-2.5	-21.5%	14.2%

(cont.)
Every second line gives: ATXN viability | Nrf2 block | HepG2 tox | ATXN2 expr inh | Nrf2 ARE act | A549 tox | IL-2 act | TGFb inhibitor | EPAC2 ag
> CCn1c2ccccc2c2cc(NC(=O)C3CCN(S(=O)(=O)c4cccs4)CC3)ccc21
→ i | -5.1% | 0.6% | -2.6% | 0.4% | 10.9% | 1.2 | 8.2% | 11.9%
> CCN(CC)c1nc(-c2ccc(Cl)cc2)cc(C(F)(F)F)c1C#N
→ i | 11.3% | -4.3% | 1.6% | 2.4% | 13.4% | -0.1 | 19.8% | -20.9%
> COc1ccc(C(=O)N2CCN(c3ccccc3)CC2)cc1S(=O)(=O)N1CCCC1
→ i | 2.2% | -44.4% | 6.1% | 2.8% | 9.5% | -0.2 | -14.6% | 9.4%
> CCOC(=O)C1(CCOC)CCN(Cc2ccc3nonc3c2)CC1
→ i | -13.7% | -6.0% | -8.6% | 0.3% | 0.1% | -0.6 | -0.4% | 11.9%
> Cc1c(Nc2nc3ccccc3nc2N2CCN(c3ccccc3)CC2)c(=O)n(-c2ccccc2)n1C
→ i | 1.4% | 1.3% | -24.0% | -0.1% | -12.6% | -2.1 | 17.5% | -2.4%
> O=C(NCc1ccc2c(c1)OCO2)c1ccc2c(c1)C(=O)N(CC1CCCO1)C2=O (centres undefined)
→ i | -6.9% | -38.6% | -6.1% | -1.2% | -3.0% | -0.6 | -9.0% | 12.4%
> COc1ccccc1-c1noc(-c2ccco2)n1
→ i | nt | -4.7% | 47.5%[activator] | ? | -7.4% | 0.8 | ? | -0.6%
> Cc1ccc(N(CC(=O)N2CCN(c3ccccc3F)CC2)S(=O)(=O)c2c(C)noc2C)cc1
→ i | -12.3%&-10.3% | -2.3%&-19.2% | -16.5% | -0.4%&-1.2% | -5.1%&1.5% | -3.3 | 0.5% | -3.6%
> COC(=O)[C@H](Cc1ccccc1)NC(=O)NCCc1ccc(F)cc1
→ i | 0.8% | -28.5% | -2.9% | -0.8% | -2.9% | -5.4 | -21.8% | 1.1%
> CN(C)S(=O)(=O)c1ccc(C(=O)Nc2nnc(SCc3ccccc3)s2)cc1
→ i | 14.9% | -6.3% | -2.4% | -0.9% | -3.7% | -3.4 | ? | -6.2%
> O=C(COC(=O)CNC(=O)c1cccc([N+](=O)[O-])c1)NCc1ccco1
→ i | 0.8% | 3.6% | -0.2% | -0.2% | 1.6% | 2.5 | -37.8% | -0.9%
> CCC(C)(C)n1nnnc1C(c1ccc(N(C)C)cc1)N1CCN(C2CCCCC2)CC1 (centres undefined)
→ i | -10.0% | -0.4% | -7.5% | -0.3% | -27.1% | -1.8 | 6.3% | -13.3%
> COC(=O)[C@H](NC(=O)c1cc(-c2ccccc2)nc2ccccc12)c1ccccc1
→ i | -10.8% | -16.5% | -12.4% | -1.3% | 1.7% | 0.2 | -10.3% | 13.2%
> Cc1ccc(S(=O)(=O)N2CCC(C(=O)N[C@@H](C)C(=O)NC3CCCCC3)CC2)cc1
→ i | 8.8% | -22.7% | 1.1% | 0.3% | 6.2% | 4.9 | 10.4% | 4.7%
> CC(C)N=C(NC#N)SCc1ccccc1
→ i | ? | 2.7% | 3.4% | -0.6% | 10.1% | -3.1 | -8.1% | 2.8%
> c1coc(C2=NCCc3ccccc32)c1
→ i | 11.1% | -16.0% | nt | -0.2% | 3.8% | -0.5 | 3.8% | 7.4%
> CCOC(=O)N1CCN(CC(=O)NC(=O)Nc2ccc3c(c2)OCCO3)CC1
→ ? | 9.3% | 0.2% | -1.4% | -0.7% | -0.1% | -0.2 | -11.0% | 0.9%
> CC(=O)Oc1cc(C(=O)OCC(=O)NC23CC4CC(CC(C4)C2)C3)cc(OC(C)=O)c1OC(C)=O
→ i | 21.5% | -37.6% | -29.1% | -0.4% | 1.6% | 0.6 | -21.6% | -0.7%
> N/C(=N\OC(=O)Nc1ccccc1)c1cccc(C(F)(F)F)c1
→ i | 4.3% | -11.3% | nt | 5.1% | -10.7% | 0.3 | 0.8% | 4.2%
> Nc1nc(N)c2c(n1)CCCC2
→ i | -1.4% | -12.1% | nt | 0.4% | -0.3% | 0.8 | -3.3% | 4.6%
> O=C(NC(=S)NC1CCS(=O)(=O)C1)c1ccccc1F (centres undefined)
→ i | -2.3% | -3.2% | -7.1% | -0.7% | -0.3% | 0.0 | 1.2% | -3.4%
> COc1ccc(C)cc1NC(=O)C1CCC(CNc2c(N3CCOCC3)c(=O)c2=O)CC1 (centres undefined)
→ i | 14.7% | -0.1% | -5.2% | -0.2% | -0.3% | -0.4 | -2.2% | 8.3%
